EBNA-1 inhibitor = EBNA-1 DNA-binding inhibitors, primary screen, biochemical, fluorescence polarization | actives 0.34% (n = 300,000) | AID 1950, 2009 | inhibition, % at 14.8 µM; in the data active = inhibition above about 28%
core dimer inh = inhibitors of HCV core protein dimerization, primary screen, biochemical, TR-FRET, high-throughput; actives 0.33% (n = 300,000); AID 1899, 2009; inhibition, % at 5 µM; TR-FRET GST/Flag-core106 dimerization, 1536-well;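 active = inhibition above the mean of all tested compounds plus 3 SD, set per screening campaign, cut at about 45% in these data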
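System – GST-tagged and Flag-tagged HCV core protein residues 1-106 · Repeats – one well for each compound · Technique – TR-FRET 671 and 617 nm emission · Doses – one concentration, 5 µM, in 0.5% DMSO · Times – 4 h, 22.5 °C incubation · Also added – Eu donor and XL665 acceptor anti-tag antibodies · Measure – percent inhibition of core106 dimerization signal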
ZTA counter = blocks Epstein-Barr virus ZTA, an EBNA-1 counter-screen | P03206 | ZTA-DNA binding, fluorescence polarization | inhibition, % at 11 µM | actives 0.15% (n = 320,000) | AID 2234; in the data active = inhibition above about 33%
Target sequence (P03206 whole entry, looked up): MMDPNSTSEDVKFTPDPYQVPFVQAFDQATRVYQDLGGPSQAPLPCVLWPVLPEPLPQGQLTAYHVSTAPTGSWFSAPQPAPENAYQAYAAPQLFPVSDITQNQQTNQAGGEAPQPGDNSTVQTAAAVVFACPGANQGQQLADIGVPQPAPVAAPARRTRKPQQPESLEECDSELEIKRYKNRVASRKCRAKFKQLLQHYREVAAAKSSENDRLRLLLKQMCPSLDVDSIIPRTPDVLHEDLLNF
PP5 primary = PP5 phosphatase inhibitors, primary screen, biochemical, fluorescence; purified PP5c, OMFP substrate fluorescence; actives 0.18% (n = 320,000); inhibition, % at 6.7 µM; Serine/threonine-protein phosphatase 5 (Homo sapiens), P53041;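 active = inhibition above the campaign's mean inhibition across all tested compounds plus 3 SD, cut at about 9.5% in these data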;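 also: 0% = DMSO only and 100% = 100 µM cantharidin control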
Target sequence (P53041 whole entry, looked up): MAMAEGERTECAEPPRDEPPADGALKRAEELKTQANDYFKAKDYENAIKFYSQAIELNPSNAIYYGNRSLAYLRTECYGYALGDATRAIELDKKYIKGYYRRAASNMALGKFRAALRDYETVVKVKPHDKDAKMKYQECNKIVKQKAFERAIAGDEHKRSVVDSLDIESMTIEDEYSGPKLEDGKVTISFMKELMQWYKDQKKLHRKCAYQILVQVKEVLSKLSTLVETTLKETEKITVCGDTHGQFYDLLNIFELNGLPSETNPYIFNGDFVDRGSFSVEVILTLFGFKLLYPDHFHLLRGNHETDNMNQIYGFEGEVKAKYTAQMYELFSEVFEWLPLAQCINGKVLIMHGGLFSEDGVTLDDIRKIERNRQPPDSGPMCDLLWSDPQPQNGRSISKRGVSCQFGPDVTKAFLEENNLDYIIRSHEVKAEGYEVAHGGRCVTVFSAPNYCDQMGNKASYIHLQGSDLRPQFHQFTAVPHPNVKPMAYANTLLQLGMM
CR mimetic SO = reduction of superoxide in aged yeast, primary screen, HTS. actives 0.18% (n = 330,000). superoxide response (% of plate mean), % at 10 µM. S. cerevisiae aged cells, superoxide DHE fluorescence; stronger effect = lower value;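 active = superoxide response under a set limit, about three screen SD below normal, cut at about 65% in these data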;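 also: yeast aged for seven days with compound at 30 °C before DHE staining; 100% = average MFI of all compound-treated wells on the plate with controls excluded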
GASC-1 inh = inhibitors of GASC-1 histone demethylase, primary screen, biochemical, fluorescence, DELFIA europium. Lysine-specific demethylase 4C (Homo sapiens), Q9H3R0. GST-JMJD2C(1-420) H3K9me3 demethylation. inhibition, % at 2.35 µM. actives 0.069% (n = 330,000);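 active = more than half of a compound's replicate wells show inhibition beyond 50%, single wells judged on their own value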;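 also: signal counts dimethyl H3K9 product captured on neutravidin plate; 0% = median of DMSO wells and 100% = 0.3 times that DMSO median; strong numbers were not always called active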
TPT1 inhibitor = Candida albicans TPT1 enzyme inhibitors, primary screen, biochemical, fluorescence polarization | tRNA 2'-phosphotransferase TPT1 (Candida albicans SC5314) | recombinant caTPT1, FP RNA substrate dephosphorylation | inhibition, % at 5 µM | actives 0.81% (n = 300,000) | AID 1962, 2009;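 active = inhibition above the mean of all tested compounds plus 3 SD, set per screening campaign, cut at about 24% in these data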;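 also: plate controls were DMSO alone for no effect and ferristatin control at 100 nM for full effect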
PP1 inh = PP1-alpha phosphatase inhibitors, primary screen, counter-screen for PP5 inhibitor project, biochemical, fluorescence, OMFP substrate, single point | actives 0.9% (n = 320,000) | inhibition, % at 6.7 µM | purified PP1alpha | AID 2235, 2010 | Serine/threonine-protein phosphatase PP1-alpha catalytic subunit (Homo sapiens), P62136;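 active = inhibition above the mean inhibition of all tested compounds plus 3 SD, computed separately for each screening campaign, cut at about 15% in these data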
CTSL1 counter = Fasciola hepatica cathepsin L1 inhibitors, primary screen, counter-screen for PFM18AAP inhibitor project, biochemical, QFRET, fluorogenic peptide substrate; inhibition, % at 5.96 µM; recombinant F. hepatica cathepsin L1, Z-Leu-Arg-MCA fluorescence; actives 0.49% (n = 300,000);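 active = inhibition above the mean of all tested compounds plus 3 SD, set per screening campaign, cut at about 17% in these data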;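 also: 0% = plate median of test compound wells and 100% = 1 µM Z-Phe-Ala-diazomethylketone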
Numbers without * were called inactive; / = no result given. An unsorted share of the library; 3.1% or so of the library scored in one or more.

SMILES | EBNA-1 inhibitor | core dimer inh | ZTA counter | PP5 primary | CR mimetic SO | GASC-1 inh | TPT1 inhibitor | PP1 inh | CTSL1 counter
COc1ccc(N(CCC#N)S(=O)(=O)c2ccc(Cl)cc2)cc1 | 3 | 2 | 6 | 2.8 | 83 | 2 | 9 | -1 | 8
N#CNC1=NCN(Cc2ccccc2)CN1 | -4 | 6 | 8 | -2.4 | 98 | 12 | 1 | -1 | 0
COc1ccc([N+](=O)[O-])cc1NC(=O)COC(=O)Cc1cc(OC)c(OC)c(OC)c1 | -2 | -6 | 1 | 2.5 | 98 | 4 | 0 | -1 | -5
Nc1ccc2oc(-c3ccc4nc[nH]c4c3)nc2c1 | -1 | -7 | 1 | 3.1 | 88 | 1 | 2 | -4 | 4
CC(=O)c1cccc(NC(=O)CN2C=NS(=O)(=O)c3ccc(C)cc32)c1 | 8 | 8 | 7 | 2.1 | 117 | 9 | 2 | -4 | 0
Cc1cccc(OCCCC(=O)NNC(=O)c2ccc(F)cc2)c1 | / | / | 2 | -0.5 | 82 | -1 | / | -3 | /
O=C(NCCCN1CCOCC1)c1ccc(/C=C2\Oc3ccccc3N(Cc3ccccc3F)C2=O)cc1 | -1 | -6 | 48* | 1.8 | 106 | 2 | -2 | 2 | 2
O=C(OCC(=O)N1CCN(C(=O)c2ccco2)CC1)c1cc(-c2ccco2)nc2ccccc12 | 9 | 68* | 2 | 1.7 | 145 | 38 | -1 | 22* | -5
COc1ccc(NC(=O)c2oc3ccccc3c2C)cn1 | 4 | 4 | 9 | 2.6 | 106 | 14 | -3 | 1 | 2
CS(=O)(=O)c1ccc(-c2nnc(NC(=O)C3=COCCO3)o2)cc1 | 0 | -1 | -16 | -1.2 | 102 | -5 | 1 | -3 | 7
Cc1ccc(N2C(=O)N(CC(=O)Nc3ccc(C)cc3[N+](=O)[O-])C(=O)C2C)cc1 (centres undefined) | -4 | 2 | 4 | -1.4 | 132 | 3 | 0 | -1 | 7
CC(C(=O)NC1CCCC1)N(c1ccc(Oc2ccccc2)cc1)S(C)(=O)=O (centres undefined) | -8 | 1 | -5 | 2.8 | 91 | -14 | -2 | -1 | -4
Cc1ccc(C(=O)NCCN(C)C)c(C)c1 | 11 | -6 | 1 | -0.7 | 97 | 1 | -7 | -4 | -1
COc1cccc(Nc2nnc(SCC3CCCCO3)s2)c1 (centres undefined) | -9 | 2 | 0 | 1.2 | 105 | 7 | -1 | -1 | -2
CC(=O)Nc1ccc(C(=O)N2CCCC2)cc1 | 12 | -6 | -7 | 1.6 | 102 | 0 | -4 | -4 | -1

One compound at a time, as listed above. Order of values: EBNA-1 inhibitor, core dimer inh, ZTA counter, PP5 primary, CR mimetic SO, GASC-1 inh, TPT1 inhibitor, PP1 inh, CTSL1 counter
CC(=O)Nc1ccc(C(=O)N2CCCC2)cc1 is listed with 12, -6, -7, 1.6, 102, 0, -4, -4, -1
COc1ccc(N(CCC#N)S(=O)(=O)c2ccc(Cl)cc2)cc1 is listed with 3, 2, 6, 2.8, 83, 2, 9, -1, 8

(more compounds)
SMILES | EBNA-1 inhibitor | core dimer inh | ZTA counter | PP5 primary | CR mimetic SO | GASC-1 inh | TPT1 inhibitor | PP1 inh | CTSL1 counter
CCC(C)OC(=O)c1cc(C)nc2c(Br)cc(Br)cc12 (centres undefined) | -10 | 10 | -8 | 1.6 | 109 | -6 | -1 | -4 | -4
CCCCCC(=O)OC(CN1CCCCC1)CN1CCCC1=O (centres undefined) | -4 | -2 | -1 | 1.4 | 98 | 14 | 0 | 0 | 2
CC(=O)c1cc(CN2CCN(CCc3ccccc3)C(CCO)C2)cs1 (centres undefined) | 0 | 1 | 12 | -2.0 | 100 | -2 | -2 | 5 | 0
CC(C)c1c(O)nc(SCCOc2ccc(Cl)cc2)[nH]c1=O | 12 | 0 | 20 | -1.2 | 104 | 3 | 1 | -1 | -1
Fc1ccc(-n2cc(-c3ccccc3)[n+]3c2SCC3)cc1 | 3 | 3 | -8 | 0.2 | 75 | 4 | 2 | 1 | -4
CCOC(=O)c1c(C)c(C(=O)NCc2cccnc2)c(C)n1C | -6 | 0 | -1 | 3.7 | 91 | 9 | 0 | 2 | -3
Cc1noc(C)c1C(=O)N1CCN(S(=O)(=O)c2ccc(F)cc2)CC1 | 8 | -2 | -6 | 2.5 | 96 | 0 | 0 | -2 | 2
CC1SC(c2ccc(Cl)cc2Cl)NC1=O (centres undefined) | 1 | -3 | -4 | -1.3 | 105 | -5 | 0 | -3 | -1
Brc1cccc(-c2nnc3sc(CN4CCCCC4)cn23)c1 | 4 | 4 | -4 | -2.8 | 87 | -3 | -2 | -2 | 2
Cc1ccc(S(=O)(=O)N2CCCC(C(=O)Nc3ccc(NC(=O)c4ccccn4)cc3)C2)cc1 (centres undefined) | 78* | 6 | 15 | 0.5 | 99 | -6 | -2 | -2 | 1
Cc1nc(N/N=C/c2ccccn2)sc1C | 2 | -12 | -3 | 1.7 | 87 | 20 | 1 | 3 | 0
Cc1cc(S(=O)(=O)NCCCN2CCOCC2)ccc1F | 4 | -1 | -9 | 3.1 | 91 | 1 | -1 | -1 | 0
COc1ccc(-c2sc(Nc3ccccc3)n[n+]2-c2ccc(F)cc2)cc1Br | 7 | -38 | -2 | 2.4 | 104 | -4 | -2 | -2 | -1
Cn1cc(C(=O)NCc2ccc(F)cc2)cn1 | 7 | -1 | 1 | 1.4 | 94 | 2 | -4 | -6 | 4
COc1ccc(-c2cc(C(=O)Nc3cc(OC)c(OC)c(OC)c3)no2)cc1 | 2 | -3 | 16 | 0.1 | 97 | 1 | 0 | 3 | 1
CCNC(=S)N1CCN(C(=O)C(Cc2ccccc2)NC(C)=O)CC1 (centres undefined) | 2 | -1 | 2 | -0.9 | 93 | 2 | 2 | -6 | -2
O=C(NC(Cc1ccccc1)C(=O)O)/C(=C/c1ccco1)NC(=O)c1cccc([N+](=O)[O-])c1 (centres undefined) | -15 | -10 | -27 | 3.2 | 125 | -3 | -4 | -2 | 4
O=C(COC(=O)c1ccc(O)cc1O)Nc1ccc2c(c1)OCCO2 | / | / | 8 | -2.8 | 90 | -5 | / | -1 | /
CSc1sc(C(=O)Nc2ccc(F)cc2F)c2c1C=CCC2 | -3 | 6 | 1 | -0.5 | 85 | 13 | 1 | -1 | -4
COc1ccc(C2CC(O)(C(C)(C)O)NO2)cc1 (centres undefined) | 8 | 2 | 1 | 0.8 | 100 | -5 | -5 | -6 | -2
COCc1ccccc1C1=CC(=O)C[C@H](c2ccc(OC)cc2)C1 | / | / | -19 | 2.4 | 97 | 6 | / | 2 | /
O=C1c2ccccc2C(=O)N1CSc1nnc(Nc2ccccc2F)s1 | -6 | 4 | -10 | -0.3 | 61* | -16 | 2 | -9 | 0
O=C(O)Cc1cc(C(=O)Nc2ccc(Br)cc2)sc1-c1ccccc1 | 3 | -29 | 2 | 3.6 | 113 | 1 | -2 | 8 | 2
CN(C)C(CNC(=O)CCC(=O)c1ccc(Br)cc1)c1ccccc1 (centres undefined) | -23 | 0 | -1 | 1.4 | 102 | -3 | 1 | 3 | 2
COc1ccc(N2CCN(C(c3cccs3)C(C)NS(C)(=O)=O)CC2)cc1 (centres undefined) | -4 | -5 | -4 | 1.5 | 83 | 3 | 0 | -6 | -3
Cc1sc(NC(=O)c2ccco2)c(CN2CCN(Cc3ccccc3)CC2)c1C | 5 | 6 | -3 | -0.8 | 89 | -3 | 3 | 2 | -3
Nc1nc(NCCO)nc(N2CCCCCC2)c1[N+](=O)[O-] | 7 | -12 | -1 | -1.5 | 94 | -9 | -4 | 0 | -1
N#Cc1ccc(NC(=O)Cn2cnc([N+](=O)[O-])c2)cc1 | -3 | 4 | 11 | 1.8 | 104 | -3 | 0 | -3 | 3
CCCCNC(=O)Nc1ncn[nH]1 | -1 | -3 | 3 | -2.0 | 73 | 9 | -5 | -3 | -1
CCn1c(CNC(=O)c2cccc(C)c2)nnc1SCC(=O)NC1CCCCC1C (centres undefined) | -5 | 0 | -17 | -2.3 | 101 | 17 | 1 | -2 | -1
c1coc(CN=C2NC(=NCc3ccco3)c3ccccc32)c1 | -5 | -11 | -7 | -2.2 | 103 | 2 | 9 | -3 | 2
CCC(=O)Nc1ccc(OC)cc1OC | 9 | 1 | -20 | 3.5 | 85 | 4 | -3 | -2 | 3
CCNc1nc(NCC)n2c(SCC(=O)Nc3c(C)cccc3C)nnc2n1 | -8 | 1 | -8 | -2.1 | 100 | -6 | -1 | -3 | -1
COc1ccccc1C(=O)NC1CCSc2ccccc21 (centres undefined) | 0 | 11 | 13 | 2.8 | 110 | -31 | -5 | 0 | -6
CC1(C)Cc2cccc(OCC(=O)OCC(=O)c3ccccc3)c2O1 | / | / | 2 | 2.5 | 108 | 2 | / | -3 | /
COc1ccc(C(=O)N2CCCC(C(=O)N3CCCCCC3)C2)cc1 (centres undefined) | 3 | -6 | 7 | 0.6 | 92 | -3 | 0 | 0 | -4

Among those listed so far, 4 have two or more sulfur atoms:
SMILES | EBNA-1 inhibitor | core dimer inh | ZTA counter | PP5 primary | CR mimetic SO | GASC-1 inh | TPT1 inhibitor | PP1 inh | CTSL1 counter
COc1cccc(Nc2nnc(SCC3CCCCO3)s2)c1 (centres undefined) | -9 | 2 | 0 | 1.2 | 105 | 7 | -1 | -1 | -2
CSc1sc(C(=O)Nc2ccc(F)cc2F)c2c1C=CCC2 | -3 | 6 | 1 | -0.5 | 85 | 13 | 1 | -1 | -4
O=C1c2ccccc2C(=O)N1CSc1nnc(Nc2ccccc2F)s1 | -6 | 4 | -10 | -0.3 | 61* | -16 | 2 | -9 | 0
COc1ccc(N2CCN(C(c3cccs3)C(C)NS(C)(=O)=O)CC2)cc1 (centres undefined) | -4 | -5 | -4 | 1.5 | 83 | 3 | 0 | -6 | -3

Screening data deposited in PubChem by several laboratories.
